# Screening data (PubChem)
# Pf apPOL block = Pf-apPOL inhibitors, biochemical, fluorescence; Recombinant Pf-apPOL, molecular beacon fluorescence, 1.5 h; inhibition, % at 10 µM; 0.25% of 210,000 active
# mHTT CaM bind = mutant huntingtin-calmodulin interaction inhibitors – biochemical, AlphaScreen, primary screen; P42858; AlphaScreen His-mHTT/GST-CaM binding, luminescence; inhibition, % at 15 µM; 3.6% of 190,000 active; AID 1671202, 2021;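 also: 0% = both proteins with DMSO and 100% = one protein alone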
# Active calls of the source: *; · = not tested or not shown; & = joins results of further samples. Rule as the data show it: active = inhibition above about 50%; inactive = the rest. Not all compounds are listed (hit frequency here may not be typical).
SMILES,Pf apPOL block,mHTT CaM bind
O=C1c2ccccc2NC(c2ccc(F)cc2)N1Cc1ccccc1 (configuration not stated),5,-24
COc1ccc(C2=N/C(=C\c3ccc(Cl)cc3Cl)C(=O)O2)cc1OC,1,-1
O=C(O)CN(CC(=O)O)C(=O)OCc1ccc([N+](=O)[O-])cc1,-1,4
CC1OC(Nc2ccccc2[N+](=O)[O-])C(O)C(O)C1O (configuration not stated),-4,0
CC(C)NC(=O)CN(Cc1ccc(Cl)cc1Cl)S(=O)(=O)c1ccccc1,1,-2
Cc1ccc(C2CC(c3ccc(F)cc3)n3nnnc3N2)cc1C (configuration not stated),4,13
Cc1ccc(S(=O)(=O)N2CCC(CCNC(=O)NCCc3ccccc3)CC2)cc1,-2,34
COc1ccc(CCNC(=O)c2ccc(C)cc2Cl)cc1OC,-10,0
O=C1c2ccccc2C(=O)C1(Br)c1ccccc1,-4,0
CCOc1ccccc1NC(=O)c1c(NC(=O)CN2CCOCC2)sc2c1CCC2,0,-4
CCCN1CCN(c2ncc3c(n2)CCN(Cc2cc(OC)ccc2OC)C3)CC1,3,36
CNC(=O)c1cc(N2CCCC2)nc2ccc(F)cc12,-8,-5
CC1=C(C)N(c2ccccc2)NC(=S)S1,·,-3
Cc1cc(F)c(F)cc1C(=O)Nc1cccc(F)c1,-2,-14
Cc1cccc(CN2CCN(C(=O)c3ccc([N+](=O)[O-])cc3)CC2)c1,1,1
O=C(Cc1ccccc1)NCc1ccc(F)cc1,-6,1
COc1cccc(C2C3=C(Nc4ncnn42)c2ccccc2OC3c2cccc(F)c2)c1 (configuration not stated),-4,37
COc1ccc(C(=O)N2CCCC2C(=O)NCCc2csc(C)n2)cc1 (configuration not stated),-2,-8
CCCCn1cnc2c(-c3ccccc3)cn(CC(=O)NCc3cccs3)c2c1=O,-26,-6
O=C(O)c1cc([N+](=O)[O-])c(C(=O)O)cc1Oc1ccc(Cl)cc1,4,-2
O=C(NCC1CCN(c2cc(-c3cccnc3)[nH]n2)CC1)c1ccsc1,-1,16
Clc1ccc(OCc2noc(-c3ccoc3)n2)c(Cl)c1,1,·
COc1ccc(C2=N/C(=C\c3cc4ccccc4n3C(C)=O)C(=O)O2)cc1OC,-1,3
CC(O)(CNC(=O)C(=O)NCCC1=CCCCC1)C1CC1 (configuration not stated),-6&3,-2&-16
COc1ccc(OC)c(C2=NOC(C(=O)Nc3cccnc3)C2)c1 (configuration not stated),-4,2
O=C(c1ccc(F)cc1Cl)N1CCC2(CC1)NC(=O)N(Cc1ccc(F)cc1)C2=O,-5,7
O=S(=O)(NCC(O)c1ccccc1)c1cc(Cl)sc1Cl (configuration not stated),-6,·
COC(=O)c1ccc(CSc2nnc(Cc3c(C)[nH]c(=O)[nH]c3=O)o2)cc1,-3,-13
CCOc1ccc(C(=O)Nc2sc3c(c2C(N)=O)CCCC3)cc1[N+](=O)[O-],-3,-4
COc1ccc(NC(=O)CSc2nc3[nH]ncc3c(=O)n2-c2ccccc2C)cc1OC,3,9
COc1cccc(C(=O)N2CCC3(CC2)NC(=O)c2ccccc2N3)c1,-1,-2
O=C(NCc1cc(-c2ccc(F)cc2F)on1)c1ccc(=O)[nH]c1,1,-6
CC(C)C1C(=O)N(Cc2cn(CC3CCCCC3)nn2)CCS(=O)(=O)N1Cc1ccc(-c2ccccc2)cc1 (configuration not stated),-4,30
CCCn1c(=O)c(C#N)nn(-c2ccccc2)c1=O,0&-6,·
CCOc1cccc(OCCn2cnc3ccccc3c2=O)c1,-4,-2
CCc1ccc(NC(=O)Nc2cccn3nc(C)nc23)cc1,1,8
COC(=O)c1c(C)sc2c(C(F)(F)F)cc(OC)nc12,-15&-41,·
Cc1ccnc2sc(C(N)=O)c(N)c12,-3,-2
CC(=O)Nc1cccc(N2CC(C(=O)Nc3cc(C)ccc3C)CC2=O)c1 (configuration not stated),-3,2
FC(F)(F)c1cc(-c2ccccc2)n2c(n1)nc1ccccc12,-5,-3
O=C(NC1C2CC3CC(C2)CC1C3)c1cccc(Cl)c1 (configuration not stated),-8,-3
CCc1ccc(OCCCC(=O)Nc2nc3ccc(S(C)(=O)=O)cc3s2)cc1,-16,25
CC(C)CCNC(=O)C1(C)CCC(=O)N1CCCN1CCN(c2ccccc2F)CC1 (configuration not stated),-2,7
O=C(CNC1=NCCC1)c1ccc(-c2ccccc2)cc1,-1,100*
O=C(NCCc1ccccc1)N1CCc2nc[nH]c2C1,1,-6
COc1cccc2sc(N(CC3CCCO3)C(=O)c3cnn(-c4ccccc4)c3C)nc12 (configuration not stated),-17,4
COC(=O)Nc1cccc(Cl)c1,-6,-5
O=c1nc2n(-c3cccc(C(F)(F)F)c3)c3ccccc3cc-2c(=O)[nH]1,-2,1
CCN(C(=O)Cn1cnc2c(-c3ccccc3)csc2c1=O)c1ccccc1,-1,-7
O=C1CCCc2nn(-c3ccccc3)c(-c3cccnc3)c21,-2,-4
O=C(Nc1ccccc1Cl)C1CCN(c2ccncc2)CC1,-4,-18
O=C(CCc1ccccc1)N1CCN(Cc2ccsc2)CC1,-6,-19
O=c1c(-c2ccccc2Cl)coc2cc(O)ccc12,-4,-4
Cc1ccc(C2SCC(=O)N2c2ccccc2)cc1 (configuration not stated),1,-6
COc1cccc(C(O)=C2C(=O)C(=O)N(c3ccccn3)C2c2ccc([N+](=O)[O-])cc2)c1 (configuration not stated),-16,14
CCN1C(=O)C(O)(CC(=O)c2ccccc2)c2ccccc21 (configuration not stated),5,0
COc1ccc2c(c1C)CCC(C1(O)C(=O)Nc3ccccc31)C2=O (configuration not stated),5,2
COCC(=O)Nc1cnc(-c2cccc(Cl)c2)nc1,1,-12
O=C(NCc1ccccc1Cl)C1CCCN(C(=O)c2cccc(C(F)(F)F)c2)C1 (configuration not stated),6,24
O=C(C[n+]1ccccc1)Nc1ccccc1C(=O)O,27,2

# Continued (4 carried over from the part before).
SMILES,Pf apPOL block,mHTT CaM bind
COc1ccc2c(c1C)CCC(C1(O)C(=O)Nc3ccccc31)C2=O (configuration not stated),5,2
COCC(=O)Nc1cnc(-c2cccc(Cl)c2)nc1,1,-12
O=C(NCc1ccccc1Cl)C1CCCN(C(=O)c2cccc(C(F)(F)F)c2)C1 (configuration not stated),6,24
O=C(C[n+]1ccccc1)Nc1ccccc1C(=O)O,27,2
CCc1ccc(-n2[nH]c3c(cnc4ccc(C(=O)N5CCCCC5)cc43)c2=O)cc1,0,-6
COc1cccc(C(=O)N2CC(C(=O)NC(C)C)C(c3ccccc3)C2)c1 (configuration not stated),-6,-3
Cc1c(Cl)cccc1NC=CC(=O)c1ccc(Cl)cc1,-16,-2
O=C(C1CCN(c2nc3ccc(-c4ccncc4)nc3s2)CC1)N1CCCC1,-6,10
COc1cccc(CN2CCN(Cc3ccc(OC)c(OC)c3OC)CC2)c1,1,-9
CCCCN(CC#CC(O)(c1ccccc1)c1ccccc1)CCO,2,9
O=C1CC(NC(=O)c2ccc3c(c2)OCO3)CN1 (configuration not stated),0,-7
CC1(C)CC(NC(=O)C23CCC(C)(C(=NO)C2)C3(C)C)CC(C)(C)N1 (configuration not stated),-6,9
COc1cc2c(cc1OC)CN(Cc1ccc(C)cc1)CC2,0,4
Cc1ccc(-c2ncc(NC(=O)c3ccccc3Br)cn2)cc1,3,0
COc1ccc(-c2cc(C(=O)N3CCCC3c3cc(C(C)C)no3)no2)cc1OC (configuration not stated),0,0
CCCOc1ccc(/C=C2/C(=O)ON=C2C)cc1Cl,9,58*
COc1ccc(N2CC(C(=O)Nc3cc(C)cc(C)c3)CC2=O)cc1 (configuration not stated),2,-6
Cc1nc(-c2ccc(S(=O)(=O)N3CCCN(c4nc(-c5ccccc5)ns4)CC3)s2)cs1,-3,·
CCCCNC(=O)Cn1c(=O)n(-c2ccc(OCC)cc2)c(=O)c2sccc21,6,-6
COc1ccc(N2C(=O)c3ccccc3CC2(C)C(=O)NCc2ccccc2)cc1 (configuration not stated),-2,-9
O=C(c1ccco1)N(Cc1ccccc1)Cc1ccccc1,3,-22
CC(=O)Nc1ccc(C2(C(=O)N3CCC(N4CCCCC4)CC3)CCCCC2)cc1,-3,1
C=CCN(c1ccccc1)S(=O)(=O)c1cc(Br)cc2c1N(C(C)=O)C(C)C2 (configuration not stated),0,15
CN(c1cnn(-c2ccc(Cl)cc2Cl)c(=O)c1Cl)n1cccc1,-30,·
Cc1cccc(CNC(=O)C2(C)Oc3cccnc3NC2=O)c1 (configuration not stated),-7,-8
CC(=O)Nc1cccc(N2CC(C(=O)NCc3ccc4c(c3)OCO4)CC2=O)c1 (configuration not stated),-6,2
CCCOc1nccnc1NC1CCN(S(=O)(=O)C2CC2)CC1,-8,6
CCC(Sc1nc2ccccc2c2nc3ccccc3n12)C(=O)NCc1ccco1 (configuration not stated),-7,4
Cc1ccc(S(=O)(=O)N2CCc3nc(NC(=O)c4cnccn4)sc3C2)cc1,-1,9
O=[N+]([O-])c1ccc(O)c(C=Nc2cccc(F)c2)c1,-4,12
CCOC(CCNC(=O)c1cn(CC(C)C)c(=O)c2c1c1ccccc1n2C)OCC,-6,-4
Cc1ccc(-c2ncc(NC(=O)c3ccccc3)cn2)cc1,-3,-3
O=C1NNC2C3CCCCC3C3CCCC1C32 (configuration not stated),·,0
Cc1ccc(S(=O)(=O)N2CCC(n3cnc4ccccc4c3=O)CC2)cc1F,2,-10
Cc1cc(C)c(C(=O)N2CCC(CC(=O)NCc3ccc(Cl)cc3)CC2)[nH]1,-2,-6
CC(C)C(=O)Nc1n[nH]c(-c2ccccc2)n1,2,-5
COc1ccc(-n2nc(C(=O)NCC(=O)N3CCCCC3)c3ccccc3c2=O)cc1OC,-36,11
Nc1cc(C2CCN(C(=O)c3ccccc3Br)CC2)no1,2,-13
CC(=O)Nc1ccc(Nc2nc(Nc3ccccc3)nc(N3CCOCC3)n2)cc1,-2,10
N#CC(C(=O)Nc1ccccc1)=C1Nc2ccccc2N1,-3,20
COc1cccc(NC(=O)c2ccc(-c3ccnc(N4CCCC4)n3)cc2)c1,-7,0
O=C(COc1ccccc1N1C(=O)C2CCCCC2C1=O)c1ccc(F)cc1 (configuration not stated),-6,1
O=C(c1cccc2c1CCN2C(=O)c1ccc(F)cc1)N1CCCCC1,0,-2
CC(=O)c1ccc(NC(=O)CSc2nc(C)cc(C)c2C(N)=O)cc1,-3,-2
O=C(Nc1nc(-c2ccc([N+](=O)[O-])cc2)cs1)C1=COCCO1,-5,-1
Cc1c(NS(=O)(=O)c2ccc3c4c(cccc24)C(=O)N3)c(=O)n(-c2ccccc2)n1C,13,-10
Cc1ccc(C(=O)Nc2ccc3nn(-c4ccccc4)nc3c2)cc1C,-1,4
Cc1ccc(S(=O)(=O)N2CCC(c3nc(C(=O)N4CCCC4)c(C)o3)CC2)cc1,-6,1
COc1cc(C=O)ccc1OC(=O)N1CCOCC1,-10,0
CCCCOc1cccc(C(=O)Nc2ccc(S(=O)(=O)Nc3nccs3)cc2)c1,-7,30
COC(=O)c1cnc2nc(C)ccc2c1Nc1ccc(C)c(F)c1,0,36
Cc1cc(C)cc(-n2cnc3cc(C(=O)O)ccc32)c1,-2,3
CC(C)NC(=O)N1CCCC(c2cccc(C(=O)NCc3ccc(F)cc3F)c2)C1 (configuration not stated),-1,6
COc1ccc(N2C(=O)CSC23C(=O)N(CC(N)=O)c2ccccc23)cc1 (configuration not stated),-3,-2
CC(C)(C)c1ccc(C(=O)N2NC(=Nc3ccccc3)SC2(C)C)cc1,-6,·
Cc1cc(OCC(=O)Nc2ccc(NC(=O)c3ccco3)cc2)ccc1Cl,-9,3
CCOC(=O)c1cnc2nc(C)ccc2c1Nc1cccc(Cl)c1F,-3,45
O=C(Nc1ccc2c(c1)OCCO2)c1coc(=O)c2ccccc12,-2,2
CCC(=O)NCC1CCCN(C(=O)Nc2cc(C)ccc2OC)C1 (configuration not stated),0,0
COC(=O)c1ccc(C=C2Oc3c(ccc(O)c3CN3CCCCC3)C2=O)cc1,-10,19
O=C(NCc1cnccn1)C1CCCN(c2cnn(Cc3ccccc3)c(=O)c2)C1 (configuration not stated),-2,-3
Fc1cnc(N2CCOCC2)nc1NCc1ccccc1,0,1
Cc1nc2ccccc2c(=O)n1-c1ccc(NC(=O)C2CCC2)cc1,-2,3
COc1ccc(N2C(=O)C3C(c4ccc(OC)cc4O)NC(CC(C)C)(C(=O)O)C3C2=O)cc1 (configuration not stated),-5,7
CC(=O)NCCNC(=O)C1CCC(Cn2c(=O)[nH]c3ccsc3c2=O)CC1 (configuration not stated),1,1

# 6 compounds picked at random from the list so far, as already listed:
SMILES,Pf apPOL block,mHTT CaM bind
O=C(Nc1ccccc1Cl)C1CCN(c2ccncc2)CC1,-4,-18
CNC(=O)c1cc(N2CCCC2)nc2ccc(F)cc12,-8,-5
CC(=O)Nc1ccc(C2(C(=O)N3CCC(N4CCCCC4)CC3)CCCCC2)cc1,-3,1
COc1ccc(-n2nc(C(=O)NCC(=O)N3CCCCC3)c3ccccc3c2=O)cc1OC,-36,11
CCCCNC(=O)Cn1c(=O)n(-c2ccc(OCC)cc2)c(=O)c2sccc21,6,-6
COc1cc(C=O)ccc1OC(=O)N1CCOCC1,-10,0
